Source: PubChem BioAssay
RNase H inhibition – RNase H inhibition, HIV 1 Gag Pol polyprotein, FRET biochemical assay, screening (AID 372); HIV-1 RT RNase H, FRET RNA/DNA substrate fluorescence; higher % means a stronger effect; inhibition, % at 10 µM; hits with a dose series show IC50 in µM; 100,000 compounds, 0.77% hits; in the data active means inhibition above about 50%
Starred values were filed as active, the others as inactive. A portion of the library; rates above refer to the full screens.

smiles | RNase H inhibition
O=S1(=O)CCC(Oc2ccc(Br)cc2)C1 (centres undefined) | 0%
O=C(CCSc1ccc(Cl)cc1)Nc1ccccc1Cl | 23%
Cc1cc(OCC(=O)Nc2ccccn2)cc(C)c1Cl | 2%
Cc1cccc(NC(=O)CSc2nc3ccc(NC(=O)c4ccccc4Cl)cc3s2)c1C | 14%
Cc1ccccc1OCCOc1ccccc1/C=c1\sc2nc3ccccc3n2c1=O | 9%
Oc1ccc(NC(=S)Nc2ccccc2)cc1 | 11%
O=C(c1ccccc1-c1nc2ccccc2[nH]1)N1CCOCC1 | 10%
CC1CN(C(=O)c2ccc([N+](=O)[O-])cc2)CC(C)O1 (centres undefined) | 3%
COc1ccccc1OCCCCOc1cc(C)ccc1C(C)C | 33%
O=C(/C=N/O)NCCN1CCCCC1 | 6%
O=C1/C(=C/C=C2/SC(=S)N(Cc3ccccc3)C2=O)SC(=S)N1Cc1ccccc1 | 1%
CCOc1ccc(NC(=O)COc2cc(C)c(Cl)c(C)c2)cc1 | 0%
CCCC1=C(C(=O)OCC)C(c2ccc(OC)cc2OC)NC(=O)N1 (centres undefined) | 11%
COc1ccc(C(=O)NCCN2CCN(C(=O)c3ccc(OC)cc3)CC2)cc1 | 4%
C/C=C/C=C(/NC(=O)c1ccccc1)C(=O)OC | 3%
COc1ccccc1-n1cnc2cc(NC(=O)c3ccccc3)ccc21 | 9%
Nn1cnc2scc(-c3ccc(Cl)cc3)c2c1=O | 6%
COc1cc(C2CC(=O)Nc3c2ccc2ccccc32)c(OC)cc1Br (centres undefined) | 18%
COc1ccc(CC(=O)Nc2ccc(F)c(Cl)c2)cc1 | 11%
CCOc1cc(/C=C2/C(=O)NC(=O)N(c3ccc(C(C)C)cc3)C2=O)ccc1OC | 0%
c1ccc(Cn2ncc3c(N4CCOCC4)ncnc32)cc1 | 0%
CCC/C(=N/Nc1ccccc1[N+](=O)[O-])c1ccccc1 | 4%
O=C(c1ccco1)N1CCN(S(=O)(=O)c2ccccc2)CC1 | 0%
CC(C)c1ccc(NC(=O)c2cccc(Cl)c2)cc1 | 13%
Cc1ccc(OCCCCN2CCOCC2)cc1 | 12%
Cc1cc(C)n2nc(-c3ccc(I)cc3)cc2n1 | 24%
COc1cc(C=Nc2cc(C)ccc2C)cc(I)c1O | 39%
CC(C)COC(=O)Oc1cccc(Br)c1 | 0%
C=CCN1C(=O)/C(=C/c2ccc(OCCOc3c(C)cccc3C)cc2)SC1=S | 10%
C/C(=C\C(=O)c1ccc(Br)cc1)Nc1cc(Cl)cc(Cl)c1 | 13%
CN(C)/C=C/c1oc2ccc(Oc3ncccc3C#N)cc2c1[N+](=O)[O-] | 6%
CCCCOc1cccc(C2(C(=O)O)CCCC2)c1 | 7%
COc1ccc(-n2c(-c3ccc(OC)c(OC)c3)n[nH]c2=S)cc1 | 12%
O=c1/c(=C/c2cn(Cc3ccc(F)cc3)c3ccccc23)sc2nc3ccccc3n12 | 18%
Cc1ccc(OCC(=O)Nc2ccc(Nc3ccccc3)cc2)c(C)c1 | 26%
Cc1oc(C(=O)O)cc1COc1cccc2cccnc12 | 0%
C=CCc1cc(C=O)cc(OCC)c1OCc1ccc(Br)cc1 | 19%
CN1C(=O)C(=Cc2cccc(Cl)c2Cl)C(=O)N(C)C1=O | 25%
COC(=O)C1=C(C)NC2(O)c3ccccc3C(=O)C12O (centres undefined) | 4%
C=C(CC(Cc1ccccc1)C(=O)O)c1ccccc1 (centres undefined) | 0%

A different layout for some results above:
C=CCc1cc(C=O)cc(OCC)c1OCc1ccc(Br)cc1
  RNase H inhibition: 19%

CN1C(=O)C(=Cc2cccc(Cl)c2Cl)C(=O)N(C)C1=O
  RNase H inhibition: 25%

COC(=O)C1=C(C)NC2(O)c3ccccc3C(=O)C12O (centres undefined)
  RNase H inhibition: 4%

The list goes on:
smiles | RNase H inhibition
Cc1ccc(-c2cc(C(=O)N/N=C/c3c(C)nn(-c4ccccc4)c3C)[nH]n2)cc1 | 21%
COc1ccc(C(=O)N/C(=C\c2ccc(Br)cc2)C(=O)NCCc2c[nH]c3ccccc23)cc1 | 11%
COc1ccc(N(CC(=O)N/N=C(\C)c2ccccc2)S(=O)(=O)c2ccccc2)cc1Cl | 11%
O=C(CCNc1cc(Cl)cc(Cl)c1)c1ccco1 | 3%
Cc1ccc2c(CC(=O)O)coc2c1 | 15%
O=C1/C(=C/c2ccc(Cl)c(Cl)c2)SC(=S)N1C1CCS(=O)(=O)C1 (centres undefined) | 3%
CC1=C(C(=O)Nc2ccc(C)cc2)C(c2ccc(C)cc2)NC(=S)N1 (centres undefined) | 4%
CCCOC(=O)C1=C(C)NC(=O)NC1c1cccc(OC)c1 (centres undefined) | 0%
Cc1ccc([N+](=O)[O-])cc1-c1ccc(C=C2C(=O)N(C)C(=S)N(C)C2=O)o1 | 3%
O=C(NN1CCOCC1)c1ccc(Br)cc1 | 2%
NC(=S)N/N=C/c1cccn1-c1ccc([N+](=O)[O-])cc1 | 6%
C=CCn1c(SCC(=O)NCc2ccco2)nc2sc3c(c2c1=O)CCC3 | 18%
COc1ccc(N(CC(=O)NCc2ccco2)S(=O)(=O)c2ccc(C)cc2)cc1 | 11%
CCOC(=O)C1=C(C)N=c2s/c(=C\c3ccc(-c4ccccc4[N+](=O)[O-])o3)c(=O)n2C1c1ccc(C)cc1 (centres undefined) | 18%
Cc1ccc(C)c(NCN2C(=O)CSC2=O)c1 | 15%
Cc1nc(N)sc1-c1csc(Nc2cccc(O)c2)n1 | 22%
CC1CCCC(C)N1C(=O)Nc1cccc(Cl)c1 (centres undefined) | 7%
CCOc1ccc(C(=O)NC(=S)Nc2ccc(Cl)cn2)cc1Cl | 60%*
Cc1ccccc1-n1nnnc1C(c1ccccc1)N(C)Cc1ccc(F)cc1F (centres undefined) | 5%
Cc1cccc(N/C=C(/C#N)c2nc(-c3ccc(F)cc3)cs2)c1C | 9%
CC1=C(C(=O)OCCc2ccccc2)C(c2ccc(Cl)c([N+](=O)[O-])c2)C2=C(CCCC2=O)N1 (centres undefined) | 2%
C=CCc1ccc(OCCCOc2ccc(Br)cc2)c(OC)c1 | 25%
c1ccc(CNCC2OCCc3ccccc32)cc1 (centres undefined) | 0%
Cc1c(C(=O)NC2CCCCCC2)cccc1[N+](=O)[O-] | 0%
COc1ccc(CNC(=O)COc2ccc(Cl)cc2C)cc1 | 10%
COc1cc(OC)c(C2SCCN2S(=O)(=O)c2ccc3ccccc3c2)cc1OC (centres undefined) | 16%
C=CCNC(=S)NNC(=O)COc1cccc(C)c1 | 0%
Cc1ccc(NC2=CC(c3ccccc3[N+](=O)[O-])N(c3ccc(C)cc3)C2=O)cc1 (centres undefined) | 10%
Cc1nc2cc(-c3ccc(F)cc3)nn2c(C)c1Cl | 16%
Cc1cc(C)cc(NC(=O)c2cc(-c3cccs3)nc3ccccc23)c1 | 9%
CC(C)(C)c1cc(CCC(=O)N/N=C/c2ccc3c(c2)OCO3)cc(C(C)(C)C)c1O | 35%
Cc1ccc(C(=O)N/N=C/c2ccccc2F)cc1 | 0%
CCOc1cccc(C(=O)Nc2c(C)ccc3nsnc23)c1 | 7%
CC1CC(=O)C2=C(C1)OC(N)=C(C#N)C2c1cccc(C(F)(F)F)c1 (centres undefined) | 2%
Cc1cc(/C=C2\C(=O)NC(=S)N(c3cccc(Cl)c3)C2=O)c(C)n1-c1cccnc1 | 38%
CCCCNCCCOc1ccc(C)cc1C | 2%
C#CCOC1(C)COC(C)(OCC#C)CO1 (centres undefined) | 1%
O=C1NC(=O)N(c2ccc(F)cc2)C(=O)/C1=C/c1cnc(-c2ccccc2)nc1 | 5%
COc1ccccc1-n1c(O)c(C=Nc2ccccc2Cl)c(=O)[nH]c1=O | 7%
Cc1cccc(C(=O)Nc2ccc3nn(-c4ccc(F)cc4)nc3c2)c1 | 12%
COC(=O)c1ccc(-c2ccc(/C=C3\SC(N)=NC3=O)o2)cc1 | 22%
O=C(O)c1ccccc1Nc1nc2nc3ccccc3c(=O)n2cc1Br | 5%
c1ccc(C2Oc3ccccc3C3Oc4ccccc4CC23)cc1 (centres undefined) | 9%
Cc1nc2ccccc2n1CC(O)COCC1CC=CCC1 (centres undefined) | 10%
COc1ccc(-n2c(C)cc(C=C3C(=O)c4ccccc4C3=O)c2C)cc1 | 34%
COc1ccccc1/C=C1/SC(=S)N(CNc2ccccc2Cl)C1=O | 15%
CCOC(=O)C1=C(C)N=c2s/c(=C\c3ccc(OC)cc3)c(=O)n2C1c1cc(OC)ccc1OC (centres undefined) | 12%
COc1cc(OC)cc(C(=O)N2CCN(C3CCN(Cc4ccccc4)CC3)CC2)c1 | 4%
COc1cccc2c3c(c(C)nc12)CC(C)O3 (centres undefined) | 0%
Cc1ccc(C(NC(=O)Cc2ccccc2)c2ccc3cccnc3c2O)cc1 (centres undefined) | 7%
CCOc1cc(/C=C2\SC(=O)NC2=O)cc(Cl)c1OCCOc1cc(C)ccc1C | 27%
CC(C)c1ccc(N2C(=O)NC(=O)/C(=C/c3ccc(N(C)C)cc3)C2=O)cc1 | 1%
O=C(Nc1ccc(NC(=O)c2cccc(F)c2)cc1)c1cccc(F)c1 | 8%
Nc1ccc(NS(=O)(=O)c2ccc(N)cc2)cc1 | 0%
CCCn1c(=O)c(C(=O)NCC)c(O)c2ccccc21 | 6%
O=C1CC(c2ccccc2)CC2=C1C(c1cccnc1)Nc1ccc(C(=O)c3ccccc3)cc1N2 (centres undefined) | 23%

(cont.)
smiles | RNase H inhibition
COc1cc(CN2CCN(C(=O)c3ccccc3F)CC2)cc(OC)c1O | 6%
O=C(c1ccc(F)cc1)N1CCN(Cc2cccc3ccccc23)CC1 | 10%
O=C(N/N=C/c1ccc[nH]1)c1ccccn1 | 6%
CC(C)Oc1ccc(C(=O)NC(=S)Nc2cccc3ccccc23)cc1 | 23%
c1ccc(-c2nc(-c3ccc4c(c3)OCO4)[nH]c2-c2cccc3ccccc23)cc1 | 19%
COc1c(Cl)cc(/C=C2\SC(=O)N(c3ccccc3)C2=O)cc1Cl | 0%
CCOc1ccc(-n2nc3ccc(NC(=O)c4ccco4)cc3n2)cc1 | 3%
CCCC(=O)Nc1ccc2c(c1)C(=O)c1ccccc1C2=O | 13%

Next section; it opens with the 4 that closed the last part.
smiles | RNase H inhibition
c1ccc(-c2nc(-c3ccc4c(c3)OCO4)[nH]c2-c2cccc3ccccc23)cc1 | 19%
COc1c(Cl)cc(/C=C2\SC(=O)N(c3ccccc3)C2=O)cc1Cl | 0%
CCOc1ccc(-n2nc3ccc(NC(=O)c4ccco4)cc3n2)cc1 | 3%
CCCC(=O)Nc1ccc2c(c1)C(=O)c1ccccc1C2=O | 13%
CCOC(=O)Nc1ccc(Br)cc1C(c1ccccc1)N(CC(=O)OC)C(=O)OCC (centres undefined) | 0%
O=[N+]([O-])c1ccc(N2CCCC2)c(Cl)c1 | 8%
O=C(Nc1ncc(Cc2cccc([N+](=O)[O-])c2)s1)c1cccc2ccccc12 | 0%
COc1ccc(Nc2nc(-c3sc(NC(=O)c4ccccc4)nc3C)cs2)cc1 | 15%
O=C(C(C(=O)N1CCOCC1)C12CC3CC(CC(C3)C1)C2)N1CCOCC1 | 4%
Cc1ccc(S(=O)(=O)NC(C(=O)Oc2cc3oc(=O)cc(-c4ccccc4)c3cc2Cl)C(C)C)cc1 (centres undefined) | 10%
COc1ccc(C(=O)/C=C/c2c(Cl)cccc2Cl)cc1OC | 18%
CCOc1ccc(S(=O)(=O)Nc2cccc(-c3cn4ccccc4n3)c2)cc1 | 13%

Retrieved one by one from above (2):
smiles | RNase H inhibition
CCOc1ccc(S(=O)(=O)Nc2cccc(-c3cn4ccccc4n3)c2)cc1 | 13%
CCOC(=O)Nc1ccc(Br)cc1C(c1ccccc1)N(CC(=O)OC)C(=O)OCC (centres undefined) | 0%

Carrying on.
smiles | RNase H inhibition
O=C(NCc1ccc2c(c1)OCO2)C1CCCC1 | 8%
Cn1c(CNc2ccc(O)cc2)nc2ccccc21 | 22%
CN=C(Nc1ccc(I)cc1)SC1CC(=O)N(c2ccccc2F)C1=O (centres undefined) | 9%
COc1ccc2c(c1)-c1c(ssc1=S)C(C)(C)N2C(=O)CCc1ccccc1 | 26%
C=CCc1ccc(OCCOCCOc2ccccc2)c(OC)c1 | 14%
CCN(CC)c1ccc(N2C(=O)/C(=C/c3ccc(OC)cc3)SC2=S)cc1 | 16%
Cc1c(N2C(=O)/C(=C/c3c(F)cccc3Cl)SC2=S)c(=O)n(-c2ccccc2)n1C | 10%
CCOC(=O)C1=C(C)N=c2s/c(=C\c3ccc(Cl)cc3)c(=O)n2C1c1ccc2c(c1)OCO2 (centres undefined) | 20%
COc1ccc(/C=C2/C(=O)NC(=S)N(c3ccccc3F)C2=O)cc1Cl | 8%
COc1ccc(-n2nc3ccc(NC(=O)/C=C\c4ccccc4)cc3n2)cc1 | 8%
O=C(COc1ccc(Cl)cc1Cl)OCC(F)(F)C(F)F | 6%
Cc1[nH]c2ccccc2c1C(c1ccccc1)c1c(C)[nH]c2ccccc12 | 17%
CCn1nnnc1-c1ccc(OC)c(S(=O)(=O)Nc2ccccc2OC)c1 | 4%
COc1ccc(N(CC(=O)Nc2cccc(Cl)c2C)S(C)(=O)=O)c(OC)c1 | 18%
COc1cc(/C=C2\SC(N)=NC2=O)cc(Cl)c1OCCOCCOc1ccccc1C | 20%
O=C(/C=C\c1ccccc1)Nc1cccc(-c2cc3ccccc3oc2=O)c1 | 14%
COc1cc(/C=C2/SC(=S)NC2=O)cc(Cl)c1OCC(C)COc1ccccc1 (centres undefined) | 50%*
O=C(Nc1ccc(Cl)c(Cl)c1)C(c1ccccc1)c1ccccc1 | 15%
COc1cc(/C=C2/SC(=S)N(CC(=O)N3CCOCC3)C2=O)cc(OC)c1OC | 0%
CC(=C=CC(C)(C)C1OCC(C)(C)CO1)CCC=C(C)C | 7%
COC(=O)c1ccc(/C=N/NC(=O)c2cccc(F)c2)cc1 | 0%
N#C/C(=C\c1cccc2ccccc12)c1nc(-c2cccs2)cs1 | 9%
CCOc1nc(-c2ccccc2)c2cc(Cl)ccc2n1 | 35%
